# NCOA2 inhibitor – inhibits human steroid receptor coactivator 2; Q15596; HEK293 GAL4-SRC2 luciferase reporter, luminescence; inhibition, % at 9 µM; 370,000 tested, 0.17% active; AID 651957;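 active means inhibition above the mean inhibition of all tested compounds plus 3 SD, set per campaign, cut at about 52% in these data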;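 further: 0% = DMSO treated cells and 100% = cells given Gossypol at 36 µM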
# NOD2 RIPK2 PPI – inhibitors of human NOD2-RIPK2 interaction. 360,000 tested, 0.38% active. CHO BLA complementation NOD2-RIPK2, CCF4 ratio. O43353. inhibition, % at 4.98 µM. AID 624267; in the data active means inhibition above about 21%;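 further: 0% = vehicle only and 100% = reference blocker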
# COUP-TFII inh – NR2F2 (human) inhibition, primary screen; P24468; inhibition, % at 8.6 µM; HEK293T NGFI-A luciferase reporter, luminescence; 370,000 tested, 0.7% active;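 active means inhibition above a per-plate cutoff, mean inhibition of test wells between control levels plus 3 SD, cut at about 38% in these data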;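 further: cells cotransfected with COUP-TFII expression vector driving the NGFI-A reporter; 0% = median of COUP-TF2 test wells and 100% = reporter-only cells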
# SRC3 inh – inhibits human SRC3 coactivator | AID 588352 | inhibition, % at 3.6 µM | HEK293 GAL4-SRC3 luciferase reporter, luminescence | Q9Y6Q9 | 360,000 tested, 0.17% active;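 active means inhibition above a per-campaign cutoff, the mean of all compounds plus 3 SD, cut at about 60% in these data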;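 further: 0% = DMSO-treated cells and 100% = gossypol-treated cells at 36 µM; higher means less SRC3-driven luciferase light from the GAL4 reporter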
# TLR9-MyD88 inh – TLR9-MyD88 interaction inhibition; Q9NR96+Q99836; CHO BLA complementation TLR9-MyD88, CCF4 FRET ratio; inhibition, % at 4.98 µM; 340,000 tested, 0.21% active; AID 504734;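 active means inhibition above the mean over all tested compounds plus 3 SD, cut at about 21% in these data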;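 further: 0% = DMSO only wells and 100% = clavulanate BLA inhibitor control wells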
# TROY NFkB inh – blocks TROY-dependent signaling in reporter cells; Q293 LMP1-TROYcd NF-kB luciferase reporter, 4 h; inhibition, % at 10 µM; 360,000 tested, 0.98% active; AID 1347056;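 active means compounds whose plate-normalised and pattern-corrected inhibition of the luciferase reporter signal at the single screening dose is 50% or more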
# TWEAK-Fn14 inh – inhibitors of TWEAK-Fn14 interaction signaling. TWEAK-stimulated Fn14 reporter cells, luciferase luminescence, 8 h. inhibition, % at 10 µM. 360,000 tested, 2% active; in the data active means inhibition above about 50%
# LMP1 NFkB inh – inhibitors of Epstein-Barr LMP1-induced NF-kappaB reporter; LMP1-induced NF-kappaB luciferase reporter cells, luminescence; inhibition, % at 12.5 µM; 350,000 tested, 0.69% active; in the data active means inhibition above about 41%;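 further: 0% = neutral control wells and 100% = reference inhibitor control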
# TRAIL sens C8 – caspase-8 TRAIL sensitization; NB7+C8 cells + TRAIL, ATPlite viability luminescence; inhibition (viability loss, TRAIL sensitization), % at 10 µM; 360,000 tested, 1% active; AID 624354;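 active means compounds causing at least 50% loss of cell viability in the single-dose screen, relative to plate controls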
# NCOA1 inh – human NCOA1 inhibition | 360,000 tested, 0.12% active | inhibition, % at 3.6 µM | AID 588354 | HEK293 GAL4-SRC1 luciferase reporter, luminescence | Q15788;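 active means inhibition above the campaign mean plus 3 SD, with each screening campaign given its own cutoff, cut at about 60% in these data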;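 further: 0% = DMSO treated cells and 100% = gossypol at 36 µM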
# LRH-1 inv ag – suppresses constitutive activity of human LRH-1 | 360,000 tested, 0.13% active | inhibition, % at 3.6 µM | O00482 | HEK293T StAR-luciferase reporter, LRH-1 transfected, 24 h;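 active means inhibition above the mean inhibition of all tested compounds plus 3 SD, cut at about 73% in these data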;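 further: 0% = DMSO wells and 100% = reporter-only cells lacking LRH-1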
# The depositor's hits bear a star; nt = no result given.
SMILES,NCOA2 inhibitor,NOD2 RIPK2 PPI,COUP-TFII inh,SRC3 inh,TLR9-MyD88 inh,TROY NFkB inh,TWEAK-Fn14 inh,LMP1 NFkB inh,TRAIL sens C8,NCOA1 inh,LRH-1 inv ag
Cc1nn(C(C)C(=O)NCc2ccco2)c(=O)c2nn(-c3ccccc3)c(C)c12 (stereo not drawn),-11,4,2,8,2,-3,5,-5,-3,2,15
c1ccc2c(c1)-c1nc3ccccc3cc1C2N1CCOCC1 (stereo not drawn),-48,3,-11,-22,0,-62,-3,0,-1,-17,-24
COc1cccc(CN2CC(C(=O)NCCSc3nnnn3C)CCC2=O)c1 (stereo not drawn),-3,2,4,3,-7,7,-3,5,-7,-9,-9
CC1(C(=O)NS(=O)(=O)c2ccccc2Cl)CCN1C(=O)C1(c2ccccc2)CCCC1 (stereo not drawn),22,2,1,-6,nt,-2,13,nt,1,8,-25
CN(Cc1ccccc1)c1nc2c(c(=O)[nH]c(=O)n2C)n1Cc1ccccc1Cl,-4,4,6,6,-2,9,21,4,15,-6,6
CCCCNC(=O)NS(=O)(=O)c1ccc(NC(=O)C(NC(N)=O)C(C)CC)cc1 (stereo not drawn),-6,-17,5,11,-8,12,14,3,-2,-31,-4
COc1ccccc1CC(NC(C)=O)C(=O)N1CCN(C(=O)c2cccs2)CC1 (stereo not drawn),2,-9,-3,-15,2,-5,-4,0,6,-11,-5
COc1ccccc1C(=O)N1CCCC(C)(C(=O)NS(=O)(=O)C2CC2)C1 (stereo not drawn),-15,-1,-4,6,nt,14,-25,nt,0,-13,-5
CC(NS(=O)(=O)c1c(N)n(C)c(=O)n(C)c1=O)c1ccccc1 (stereo not drawn),2,-1,0,5,-11,10,6,3,-11,-27,-13
Cc1c(NC(=O)c2ccc(NC(=O)C3CC3)cc2)cccc1C(=O)O,3,-6,0,-2,-7,11,18,6,4,5,8
O=C(CN1C(=O)NC(Cc2ccccc2)(Cc2ccccc2)C1=O)NCC1CCCCC1,-11,-6,12,-1,5,17,11,4,-34,-13,-15
CC12CN(C(=O)c3ccccc3Br)CC(C)(CN(C(=O)c3ccccc3Br)C1)C2=O,20,-14,27,13,2,-13,8,-2,0,13,-17
O=c1[nH]c(CSc2nnc(NCCCN3CCOCC3)s2)nc2cc(Cl)ccc12,0,-4,2,-1,2,-2,-1,-8,2,-30,20
CCn1c(CC(=O)Nc2ccccc2C)nnc1SCC(=O)NC1=NCCS1,15,0,0,9,-8,11,0,3,0,-25,-4
Cc1ccnc(N2CCC(C(=O)NNC(=O)c3ccncc3)CC2)n1,-22,1,5,9,0,15,4,-3,1,-2,4
Cc1ccc(Cn2cccc(NC(=O)CCC3CCCC3)c2=O)cc1,-11,-3,-2,1,5,-13,-19,4,4,-1,9
CCN(C(=O)COC(=O)c1ccc(C=O)cc1)c1c(N)n(Cc2ccccc2)c(=O)[nH]c1=O,11,-11,1,-6,-7,10,-2,0,-10,-4,7
COc1ccc(N2C(=O)CC(Sc3nc4ccccc4s3)C2=O)cc1 (stereo not drawn),-6,-6,18,-8,-8,6,14,-3,-4,1,5
COCCCN(C(=O)c1ccc2ccccc2n1)c1c(N)n(Cc2ccccc2)c(=O)[nH]c1=O,-65,-10,-57,-25,13,-35,-12,-17,3,-38,-16
COc1ccc(C)cc1NC(=O)C12CCC(C)(C(=O)O1)C2(C)C (stereo not drawn),26,-18,10,-3,-1,29,12,-12,3,-18,-1
CCCCNC(=O)Nc1c(C(=O)OCC)[nH]c2ccccc12,30,-10,21,6,2,1,1,-3,-7,-22,12
O=S1(=O)CCC(=Nc2ccc(Cl)cc2)c2ccsc21,10,-1,-16,-2,10,-1,5,-13,-5,10,2
CCOC(=O)c1ccc(NC(=O)COc2cc3oc(=O)c(CC(C)O)c(C)c3cc2Cl)cc1 (stereo not drawn),-30,-8,7,12,7,18,6,2,8,-4,0
COc1ccc(-c2[nH]ncc2/C=C(/C#N)C(=O)NC2CCCCCC2)cc1,3,-3,8,0,2,26,22,-5,5,-39,-2
Cc1ccc(NC(=O)COC(=O)C2COc3ccccc3O2)cc1S(=O)(=O)N1CCOCC1 (stereo not drawn),12,-2,-1,10,2,8,-17,-8,2,-16,11
CC(C)CC(C(=O)OCC(=O)Nc1ncc(Cl)cc1Cl)N1C(=O)c2ccccc2C1=O (stereo not drawn),12,0,-2,12,-10,1,-10,-9,-32,8,4
CN1CCC(N(C)C(=O)CCc2nc3ccccc3c(=O)[nH]2)CC1,-30,-16,2,13,7,1,-2,4,-6,2,-11
NC(=O)CSc1nc(N)c2c3c(sc2n1)CCCCC3,-55,-6,-22,-25,3,-57,-10,-12,26,-28,-40
O=c1c2ccc(Cl)cc2nc(-c2ccc([N+](=O)[O-])cc2)n1O,-3,-8,-36,7,1,21,3,7,9,-6,-14
CCOC(=O)C1CCN(C(=O)CN2C(=O)c3cccnc3Oc3ccc(C)cc32)CC1,11,-5,18,-16,-2,-7,-8,0,-8,-50,1

# 5 records drawn at random from the list so far:
SMILES,NCOA2 inhibitor,NOD2 RIPK2 PPI,COUP-TFII inh,SRC3 inh,TLR9-MyD88 inh,TROY NFkB inh,TWEAK-Fn14 inh,LMP1 NFkB inh,TRAIL sens C8,NCOA1 inh,LRH-1 inv ag
Cc1ccc(Cn2cccc(NC(=O)CCC3CCCC3)c2=O)cc1,-11,-3,-2,1,5,-13,-19,4,4,-1,9
COCCCN(C(=O)c1ccc2ccccc2n1)c1c(N)n(Cc2ccccc2)c(=O)[nH]c1=O,-65,-10,-57,-25,13,-35,-12,-17,3,-38,-16
O=c1c2ccc(Cl)cc2nc(-c2ccc([N+](=O)[O-])cc2)n1O,-3,-8,-36,7,1,21,3,7,9,-6,-14
COc1ccc(-c2[nH]ncc2/C=C(/C#N)C(=O)NC2CCCCCC2)cc1,3,-3,8,0,2,26,22,-5,5,-39,-2
NC(=O)CSc1nc(N)c2c3c(sc2n1)CCCCC3,-55,-6,-22,-25,3,-57,-10,-12,26,-28,-40

# The list goes on.
SMILES,NCOA2 inhibitor,NOD2 RIPK2 PPI,COUP-TFII inh,SRC3 inh,TLR9-MyD88 inh,TROY NFkB inh,TWEAK-Fn14 inh,LMP1 NFkB inh,TRAIL sens C8,NCOA1 inh,LRH-1 inv ag
COc1ccc(S(=O)(=O)N2CCN(c3nc(-c4cccnc4)nc4ccccc34)CC2)cc1,-15,3,-3,-10,-1,14,13,2,15,-4,22
CCCC(=O)NNC(=O)c1ccoc1C,7,-3,6,10,-9,-5,1,1,16,-5,-5
Cc1ccc2c(c1)C1CN(C)CCC1N2S(=O)(=O)c1ccccc1F (stereo not drawn),-14,-3,9,19,3,3,3,-5,-7,-13,7
Cc1c(NS(=O)(=O)c2cccc(C(=O)NCc3ccccc3)c2)c(=O)n(-c2ccccc2)n1C,0,-17,-3,-9,2,10,-16,1,6,-17,13
COc1ccccc1NC(=O)C1CCOC1=O (stereo not drawn),-29,-12,13,8,nt,-1,5,nt,-12,-1,10
Cn1c(N)c(C(=O)COC(=O)c2cccnc2Cl)c(=O)n(C)c1=O,-27,-10,-4,13,3,9,-3,9,-11,-7,-4
COc1cc2ccc(CC(=O)O)cc2cc1OC,7,-5,15,nt,nt,4,1,nt,-4,nt,13
CCc1nc2oc3ccccc3c(=O)c2c(=O)n1-c1ccccc1,-46,-8,-29,-50,-7,-17,-6,-66,1,-61,-126
O=C(NCCCc1ccccc1)C1CC(=O)N(c2ccc3c(c2)OCCO3)C1 (stereo not drawn),1,-2,-14,3,-7,26,71*,8,-8,-12,10
COCCNc1nnc(SCC(=O)NC(=O)c2ccc(Cl)cc2)s1,12,-15,21,3,-1,21,2,7,-9,-9,14
c1ccc(-n2ncc3c(NCC4CCCO4)ncnc32)cc1 (stereo not drawn),-36,0,-29,-70,3,-75,16,-6,16,-109,-99
O=C(CCCC(=O)N(CC(=O)NC1CCCC1)c1ccc(F)c(Cl)c1)Nc1ccccn1,-13,-1,-6,16,-4,-21,34,-9,-1,-6,2
O=C1N(c2ccc(Cl)cc2)C(c2ccc(Cl)cc2)N2CCCN12 (stereo not drawn),3,9,10,0,2,2,4,4,-1,-1,15
CC1CCN(Cc2cc(=O)oc3ccc4ccccc4c23)CC1,-19,-5,6,9,-1,-30,-29,-1,15,3,10
CN1C[C@@H]2[C@@H]3C(=O)N(C)C(=O)[C@@H]3[C@](Cc3ccccc3)(C1=O)N2C(=O)c1ccc(Cl)cc1,-4,0,-6,-26,9,-1,18,-6,-21,-3,17
COc1cccc(N(CC(=O)NC2CCCCC2)C(=O)CCC(=O)Nc2nccs2)c1,-2,-17,5,-2,-9,7,-36,18,-15,11,-3
COc1cc(Cl)cc(CN2CCC(CCC(=O)NC3CC3)CC2)c1OC,10,-2,-3,22,5,-7,-5,4,-3,13,4
Cc1ccc(/C=N/Nc2ccc(F)cc2)s1,-34,-8,-4,-31,-9,-31,-23,-17,2,-6,-25
CCOc1ccccc1NC(=O)CCS(=O)(=O)c1ccc(OC)cc1,-4,-2,6,-14,-5,6,10,-5,-3,-16,-9
COc1cccc(NC(=O)Cn2c(=O)oc3ccccc32)c1,-18,-4,4,-4,1,13,9,6,-10,-13,14
CN(Cc1cnccn1)C(=O)CC1C(=O)NCCN1CC(c1ccccc1)c1ccccc1 (stereo not drawn),-3,-3,-6,23,-10,11,7,2,5,10,10

# 6 structures already listed, sorted by heavy-atom count, rising.
SMILES,NCOA2 inhibitor,NOD2 RIPK2 PPI,COUP-TFII inh,SRC3 inh,TLR9-MyD88 inh,TROY NFkB inh,TWEAK-Fn14 inh,LMP1 NFkB inh,TRAIL sens C8,NCOA1 inh,LRH-1 inv ag
Cc1ccc(/C=N/Nc2ccc(F)cc2)s1,-34,-8,-4,-31,-9,-31,-23,-17,2,-6,-25
COc1cccc(NC(=O)Cn2c(=O)oc3ccccc32)c1,-18,-4,4,-4,1,13,9,6,-10,-13,14
O=C1N(c2ccc(Cl)cc2)C(c2ccc(Cl)cc2)N2CCCN12 (stereo not drawn),3,9,10,0,2,2,4,4,-1,-1,15
CCOc1ccccc1NC(=O)CCS(=O)(=O)c1ccc(OC)cc1,-4,-2,6,-14,-5,6,10,-5,-3,-16,-9
COc1cc(Cl)cc(CN2CCC(CCC(=O)NC3CC3)CC2)c1OC,10,-2,-3,22,5,-7,-5,4,-3,13,4
CN1C[C@@H]2[C@@H]3C(=O)N(C)C(=O)[C@@H]3[C@](Cc3ccccc3)(C1=O)N2C(=O)c1ccc(Cl)cc1,-4,0,-6,-26,9,-1,18,-6,-21,-3,17

# High-throughput results deposited in PubChem BioAssay by several laboratories.

# A portion of the library; count on the stated rates, not on these rows.
